Compound activity from PubChem BioAssay.
H1N1 NS1A inhibition – NS1A inhibition, H1N1 influenza, cell based functional assay (AID 504329); NS1A functional cell-based assay, percent inhibition; higher % means a stronger effect; inhibition, % at 12.5 µM, or IC50 in µM where a hit was titrated; actives 0.3% (n = 340,000); in the data active = a potency from the dose series; inconclusive = inhibition above about 27% without an active follow-up result; also: strong numbers were not always called active
VEEV TC-83 Vero – inhibitors of VEEV TC-83 cytopathic effect, confirmation, Vero cells (AID 588727) | Vero cells, VEEV TC-83 cytopathic effect inhibition; higher % means a stronger effect | inhibition, % at 20 µM; hits with a dose series show IC50 in µM | actives 0.13% (n = 350,000); in the data active = a potency from the dose series; inconclusive = inhibition mostly from about 14% at the one dose, without a potency; inactive = the rest, 99 in 100 with inhibition below about 12%; also: strong numbers were not always called active
PhoP GFP inhibition – PhoP regulon inhibitors, Salmonella typhi PhoP promoter GFP reporter, confirmatory (AID 1850); Salmonella Typhi PhoP-promoter GFP reporter, fluorescence, 4 h; higher % means a stronger effect; one-dose inhibition, % at 50 µM; IC50 in µM for titrated hits; actives 0.33% (n = 310,000); in the data active = a potency from the dose series; inconclusive = inhibition mostly from about 25% at the one dose, without a potency; inactive = the rest, 99 in 100 with inhibition below about 19%;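 also: 0% = induced wells with vehicle and 100% = uninduced wells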
H37Rv inhibition – M. tuberculosis growth inhibition, HTS (AID 449762); M. tuberculosis H37Rv growth inhibition, 7H9 media; higher % means a stronger effect; inhibition, % at 25 µM, or IC50 in µM where a hit was titrated; actives 0.59% (n = 330,000); in the data active = a potency from the dose series; inconclusive = inhibition above about 70% without an active follow-up result;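 also: bacterial growth assessed after seven days of incubation; strong numbers were not always called active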
tuberculosis growth – growth inhibition of non-replicating M. tuberculosis (AID 488890); Mycobacterium tuberculosis non-replicating, growth inhibition; higher % means a stronger effect; one-dose inhibition, % at 25 µM; IC50 in µM for titrated hits; actives 0.39% (n = 320,000); in the data active = a potency from the dose series; inconclusive = inhibition mostly from about 82% at the one dose, without a potency; inactive = the rest, 99 in 100 with inhibition below about 76%;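 also: plate controls were DMSO cells for no effect and high antibiotic wells for full effect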
VEEV TC-83 Vero 10K pilot screen – second read-out of VEEV TC-83 Vero, no call of its own (marks repeat the call); inhibition, %; measured here: 10K pilot screen inhibition
* hit, by the source's call; i = inactive; ? = inconclusive; . = not tested or not shown; & = joins results of further samples; ! = not active in a repeat.

SMILES	H1N1 NS1A inhibition	VEEV TC-83 Vero	PhoP GFP inhibition	H37Rv inhibition	tuberculosis growth	others
Cc1cccc(CCNC(=O)CCc2nc(-c3ccccc3F)no2)c1	-2%	0.4%	-9%	-4%	64%
CSc1nnc(Cn2c(=O)sc3ccccc32)n1CCc1ccccc1	5%	i	-7%	-10%	4%
CC1CCN(CCC(=O)Nc2ccc(Cl)cc2)CC1	0%	0.9%	25%	-5%	7%
Cc1ccc(Nc2nc(Cl)nc(NC3CCCCC3)n2)cc1	20%	2.2%	-13%	11%	-1%
O=C(C1CC(c2ccccc2O)=NO1)N1CCC2(CC1)OCCO2 (stereo not given)	-2%	1.9%	-1%	-4%	-4%
CNCC[C@H](Oc1cccc2ccccc12)c1cccs1	0%	4.7%	82µM*!	14%&12%	55%&51%
CCOc1ccc(CNCCc2ccc3c(c2)OCO3)cc1	-2%	i	-6%	-1%	24%
Cc1c(C(=O)Nc2ccc(S(=O)(=O)Nc3ncccn3)cc2)oc2ccc(Cl)cc12	-7%	i	-11%	-2%	-2%
O=C(O)C1C2CCC(CC2)C1C(=O)O (stereo not given)	-8%	1.3%	.	.	.
CC(=O)c1cccc(NC(=O)N2CC(C)OC(C)C2)c1 (stereo not given)	-7%	2.1%	-1%	-1%	-7%
COC(=O)Cc1[nH]c(Cl)nc1C(N)=O	.	.	7%	-1%	-7%
Cc1ccc2nc(/C(C#N)=C/c3ccc(-c4ccccc4C(=O)O)o3)[nH]c2c1	1%	0.5%	-21%	0%	3%
N#Cc1c(N)[nH]c2ccc(Sc3ccccc3)cc12	-3%	4.5%	.	.	.
Cc1nc(CC(=O)Nc2nc(-c3ccccc3)cs2)cs1	16%	3.4%	7%	13%	12%
Cc1cc(C)n2nc(SCC(=O)NC3CCCCC3)nc2n1	-4%	0.0%	11%	6%	11%
CCCc1cc(=O)n2[nH]c(NCc3ccc(OC)c(OC)c3)nc2n1	3%	1.3%	1%	-10%	-2%
Fc1ccc(Cn2cnc3ccccc32)cc1	5%	0.8%	-7%	6%	6%
C=CCSc1nc2sc(-c3ccccc3)cc2c(=O)n1N	-10%	1.4%	-7%	-1%	-6%
CC(NC(=O)c1ccc2c(=O)n3c(nc2c1)CCCCC3)c1ccccc1 (stereo not given)	-14%	9.0%	.	.	.
Cc1c(NC(=O)Nc2cccc([N+](=O)[O-])c2)c(=O)n(-c2ccccc2)n1C	-7%	i	-6%	-5%	-5%
CCOC(=O)N1CCN(C(=O)c2cnn3c(C(F)(F)F)cc(-c4cccs4)nc23)CC1	-1%	9.1%	13%	3%	9%
COCCNC(=S)N1CCC(c2nc(-c3ccc(N(C)C)cc3)no2)CC1	18%	0.1%	-2%	7%	-17%
CC(C)(C)[C@@H]1C=C(C(=O)N2CCN(Cc3ccc4c(c3)OCO4)CC2)O[C@H](OCc2ccc(CO)cc2)C1	7%	5.3%	-2%	1%	5%
CCN1CCN(C(=O)c2ccc(-c3nc4ccccc4s3)s2)CC1	7%	0.5%	8%	-1%	-4%
Cc1ccc(-n2cc(-c3ccccc3)c3c(N4CCN(C)CC4)ncnc32)cc1	12%	?	-7%	70%	?

Gathered by group, the compounds so far with an aryl thioether with sulfur outside any ring
SMILES	H1N1 NS1A inhibition	VEEV TC-83 Vero	PhoP GFP inhibition	H37Rv inhibition	tuberculosis growth	others
CSc1nnc(Cn2c(=O)sc3ccccc32)n1CCc1ccccc1	5%	i	-7%	-10%	4%
N#Cc1c(N)[nH]c2ccc(Sc3ccccc3)cc12	-3%	4.5%	.	.	.
Cc1cc(C)n2nc(SCC(=O)NC3CCCCC3)nc2n1	-4%	0.0%	11%	6%	11%
C=CCSc1nc2sc(-c3ccccc3)cc2c(=O)n1N	-10%	1.4%	-7%	-1%	-6%

(continued)
SMILES	H1N1 NS1A inhibition	VEEV TC-83 Vero	PhoP GFP inhibition	H37Rv inhibition	tuberculosis growth	others
CCN(CC)CCn1c(=N)n(CCO)c2ccccc21	-4%	i	2%	-8%	-6%
N#CCSc1nc2ccccc2c(=O)n1-c1ccccc1	8%	4.9%	-16%	-16%	-14%	VEEV TC-83 Vero 10K pilot screen=0.0
Cc1ccc(CC(=O)N2CCN(C(=O)c3ccco3)CC2)cc1	-1%	1.3%	5%	5%	3%
O=C(NCc1ccco1)c1cc(S(=O)(=O)N2CCOCC2)ccc1Cl	-1%	i	-4%	-19%	-10%
CCn1cc(C(=O)N[C@@H](C)C(=O)NCCCO)c(=O)c2cc3c(cc21)OCO3	-6%	i	-3%	7%	-1%
COc1cccc(-c2cccc(NC(=O)C3CCN(C4CCOCC4)CC3)c2)c1	-3%	0.5%	-23%	7%	1%
CCOP(=O)(OCC)C(O)c1cccc([N+](=O)[O-])c1 (stereo not given)	-7%	0.6%	3%	5%	-2%
C=CCn1c(SCC(=O)N(CC)C2CCS(=O)(=O)C2)nc2scc(-c3ccccc3)c2c1=O (stereo not given)	-2%	5.0%	.	.	.
COc1ccc(CN2CCNC(=O)C2CC(=O)NCc2cnn(C)c2)cc1OC (stereo not given)	6%	0.1%	0%	0%	-4%
C/C(=N\NC(=O)C1(C)CC1(Br)Br)c1ccc(NC(=O)c2ccc(C)o2)cc1 (stereo not given)	1%	?	-4%	3%	18%
O=C(CC1S/C(=N/N=C2CCCCCC2)NC1=O)Nc1ccc(Br)cc1F (stereo not given)	-9%	1.6%	-3%	-10%	38%
O=C(CSc1nnc(-c2ccccn2)n1Cc1ccco1)c1ccc(-c2ccccc2)cc1	-12%	i	4%	0%	6%
CCCCc1c(O)nc(SCC(=O)c2ccccc2)n(-c2ccccc2)c1=O	0%	0.9%	-11%	5%	33%
Cc1cc(OCC(=O)NCC(O)c2ccccc2)c2c(C)c(C)c(=O)oc2c1 (stereo not given)	9%	3.6%	-16%	-9%	-10%
CN(C)C(=O)CCc1ccc2c3c([nH]c2c1)[C@]1(C)[C@@H](C(=O)N2CCCCC2)C[C@H](CC(=O)NCCCn2ccnc2)C(=O)N1CC3	-2%	1.1%	.	.	.
COc1ccc(-n2c(=O)c3ccccc3n(CC(=O)NC3CCCC3)c2=O)c(OC)c1	-11%	0.4%	0%	0%	-4%
CN1C(=O)NC(c2ccc(O)cc2)C2=C1CN(c1ccccc1)C2=O (stereo not given)	-6%	0.1%	3%	7%	0%
CCOc1ccc(N2C(=O)c3cccnc3C2Nc2ccc(OC)cc2)cc1 (stereo not given)	10%	i	2%	.	.
O=C(CCCCCn1c(=O)[nH]c2ccccc2c1=O)NCCCN1CCN(c2ccccc2F)CC1	-11%	7.3%	17%	21%	29%
CC(C)(C)NC(=O)C(c1ccncc1)N(C(=O)Cn1nnc(-c2ccc(F)cc2)n1)c1cccc(F)c1 (stereo not given)	-1%	0.2%	9%	6%	14%
O=C(COC(=O)CCc1ccccc1)NC(c1ccccc1)c1ccccc1	10%	0.0%	-2%	-4%	-3%
C/C(=C\C(=O)c1ccc(C)o1)Nc1ccc2c(c1)OCO2	11%	2.0%	1%	?	27%
O=c1c2cn[nH]c2nc(SCc2ccccc2F)n1-c1ccc(Br)cc1	3%	7.1%	-3%	9%	34%
CCOc1cc(/C=C2/NC(=O)N(Cc3ccccc3F)C2=O)ccc1O	1%	9.4%	-8%	-4%	29%
CCCSc1nnc2[nH]c(=O)cc(N)n12	-4%	1.5%	-1%	6%	-14%

Compounds above that contain a thiophene ring, fused or not, in the order listed:
SMILES	H1N1 NS1A inhibition	VEEV TC-83 Vero	PhoP GFP inhibition	H37Rv inhibition	tuberculosis growth	others
CNCC[C@H](Oc1cccc2ccccc12)c1cccs1	0%	4.7%	82µM*!	14%&12%	55%&51%
C=CCSc1nc2sc(-c3ccccc3)cc2c(=O)n1N	-10%	1.4%	-7%	-1%	-6%
CCOC(=O)N1CCN(C(=O)c2cnn3c(C(F)(F)F)cc(-c4cccs4)nc23)CC1	-1%	9.1%	13%	3%	9%
CCN1CCN(C(=O)c2ccc(-c3nc4ccccc4s3)s2)CC1	7%	0.5%	8%	-1%	-4%
C=CCn1c(SCC(=O)N(CC)C2CCS(=O)(=O)C2)nc2scc(-c3ccccc3)c2c1=O (stereo not given)	-2%	5.0%	.	.	.

Random excerpt: 5 records from the list, in no set order.
SMILES	H1N1 NS1A inhibition	VEEV TC-83 Vero	PhoP GFP inhibition	H37Rv inhibition	tuberculosis growth	others
CN(C)C(=O)CCc1ccc2c3c([nH]c2c1)[C@]1(C)[C@@H](C(=O)N2CCCCC2)C[C@H](CC(=O)NCCCn2ccnc2)C(=O)N1CC3	-2%	1.1%	.	.	.
O=C(COC(=O)CCc1ccccc1)NC(c1ccccc1)c1ccccc1	10%	0.0%	-2%	-4%	-3%
COc1cccc(-c2cccc(NC(=O)C3CCN(C4CCOCC4)CC3)c2)c1	-3%	0.5%	-23%	7%	1%
CCCCc1c(O)nc(SCC(=O)c2ccccc2)n(-c2ccccc2)c1=O	0%	0.9%	-11%	5%	33%
Cc1cc(OCC(=O)NCC(O)c2ccccc2)c2c(C)c(C)c(=O)oc2c1 (stereo not given)	9%	3.6%	-16%	-9%	-10%

Later entries
SMILES	H1N1 NS1A inhibition	VEEV TC-83 Vero	PhoP GFP inhibition	H37Rv inhibition	tuberculosis growth	others
COc1ccc(CCNc2oc(Cc3ccccc3)nc2C#N)cc1OC	1%	3.7%	-4%	-4%	-2%
COCC(C)n1c(SCC(=O)c2cc(C)n(C)c2C)nc2ccccc2c1=O (stereo not given)	4%	8.3%	1%	0%	31%
Cc1ccc(N/C=C/C(=O)c2ccc(C)cc2)cc1	-1%	0.5%	-8%	4%	.
Cc1ccc(C(=O)N/C(=C/c2ccco2)C(=O)NCCCn2ccnc2)cc1	-5%	i	-1%	-9%	-8%
CCc1noc(C)c1C(=O)OCC(=O)NCc1ccc(Cl)cc1	-16%	8.8%	.	7%	18%
CS(=O)(=O)N(CC(=O)Nc1c(F)cccc1F)c1cccc([N+](=O)[O-])c1	-2%	1.4%	-6%	-4%	-6%
Oc1[nH]c2ccccc2c1N=Nc1nc(Nc2ccccc2)nc(N2CCOCC2)n1	4%	12%	-2%	-1%	13%
CCCSc1nc2sc3c(c2c(=O)n1CC)CC(C)(C)OC3	11%	i	2%	-3%	6%
CN(C)CCCNCCCNC(=O)c1ccccn1	3%	1.1%	6%	-6%	-9%
CCc1ccc(S(=O)(=O)Nc2c(C)n(C)n(-c3ccccc3)c2=O)cc1	-4%	i	1%	6%	10%
O=C(CCN1CCN(CCO)CC1)Nc1ccc(Br)cc1	2%	1.1%	-5%	0%	5%
COC(=O)c1c(-c2ccccc2OC)sc2ccc(OC)cc12	-2%	4.2%	.	-6%	7%
O=C(CCC(=O)OCC(=O)c1cccc([N+](=O)[O-])c1)NC1CCCCC1	-3%	2.7%	-2%	-2%	13%
Cn1nc2c3ccccc3n(Cc3ccccc3)c2nc1=S	-19%	2.1%	10%	-3%	7%
COc1ccc(N2CCN(C(=O)c3ccc(C)cc3)CC2)c([N+](=O)[O-])c1	36%	0.1%	-10%	-9%	1%
CCCCCn1c(=O)[nH]c2cc(C(=O)NCCN3CCC(C)CC3)ccc2c1=O	-2%	i	7%	12%	40%
CCn1c(O)c(N=NC(=O)CNC(=O)Cc2ccccc2)c2ccccc21	8%	1.1%	-14%	6%	-4%
